# Compound activity: PubChem BioAssay, several laboratories
# Efflux pump mplx = inhibitors of Candida antifungal efflux pumps expressed in yeast; S. cerevisiae Candida pump triplex, Nile Red efflux; inhibition, % at 10 µM; hit rate 0.44% among 330,000;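 active = plate passing quality check with inhibition over a set limit, or well fluorescence over plate mean plus 4 SD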;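 also: Nile Red retained in pooled yeast measured as flow cytometry median fluorescence; 0% = buffer negative control and 100% = Enniatin B positive control; higher means more Nile Red kept so more efflux inhibition; some compounds called inactive have numbers as strong as hits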
# procasp3 activ = activators of human procaspase-3 | P42574 | recombinant procaspase-3 D3A, Ac-DEVD-pNA absorbance 405 nm | activation, % at 8.5 µM | hit rate 0.11% among 330,000;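 active = activation above the mean of all tested compounds plus 3 SD, cut at about 21% in these data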;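 also: 0% = DMSO alone and 100% = DMSO wells spiked with extra 5 µM PC-3 D3A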
# Target sequence (P42574 whole entry D9A/D28A/D175A): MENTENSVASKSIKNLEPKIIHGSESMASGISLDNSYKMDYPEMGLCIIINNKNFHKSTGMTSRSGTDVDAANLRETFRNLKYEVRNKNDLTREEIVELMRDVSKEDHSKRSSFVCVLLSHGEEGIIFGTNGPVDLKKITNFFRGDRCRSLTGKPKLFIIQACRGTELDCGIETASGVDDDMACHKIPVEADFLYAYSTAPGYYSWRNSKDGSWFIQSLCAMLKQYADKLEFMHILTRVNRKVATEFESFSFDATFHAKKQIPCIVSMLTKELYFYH
#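 System: Procaspase-3 D3A mutant. Medium: Zinc-free 300 mM NaCl, 50 mM HEPES, 0.01% Triton X-100. Schedule: 1 h preincubation plus 2 h reaction at 25 °C. Measured by: 405 nm absorbance of p-nitroaniline, reads at 0 and 120 min. Read-out: percent activation relative to control range.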
# HCV core dimer = blocks dimerization of HCV core protein; inhibition, % at 5 µM; TR-FRET GST/Flag-core106 dimerization, 1536-well; hit rate 0.33% among 300,000; AID 1899;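 active = inhibition above the mean of all tested compounds plus 3 SD, set per screening campaign, cut at about 45% in these data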
#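 Test system: GST/Flag-tagged HCV core106 proteins; Medium: KF-containing HEPES buffer, pH 7.45, DTT, CHAPS, BSA; Times: compound-protein-antibody incubation 4 h at 22.5 °C; Detection: TR-FRET 671 and 617 nm emission; Benchmarks: wells lacking GST-core106 and wells with excess unlabelled core106.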
# TPT1 inh = blocks Candida albicans tRNA 2'-phosphotransferase; recombinant caTPT1, FP RNA substrate dephosphorylation; inhibition, % at 5 µM; hit rate 0.81% among 300,000;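 active = inhibition above the mean of all tested compounds plus 3 SD, set per screening campaign, cut at about 24% in these data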;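 also: plate controls were DMSO alone for no effect and ferristatin control at 100 nM for full effect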
# CTSL1 counter = counter-screen for PFM18AAP inhibitors: inhibitors of F. hepatica cathepsin L1. recombinant F. hepatica cathepsin L1, Z-Leu-Arg-MCA fluorescence. inhibition, % at 5.96 µM. hit rate 0.49% among 300,000;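 active = inhibition above the mean of all tested compounds plus 3 SD, set per screening campaign, cut at about 17% in these data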;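 also: 0% = plate median of test compound wells and 100% = 1 µM Z-Phe-Ala-diazomethylketone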
# GASC-1 inh = blocks human GASC-1 demethylase activity | hit rate 0.069% among 330,000 | Q9H3R0 | AID 2099 | GST-JMJD2C(1-420) H3K9me3 demethylation, DELFIA europium | inhibition, % at 2.35 µM;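 active = more than half of a compound's replicate wells show inhibition beyond 50%, single wells judged on their own value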;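 also: signal counts dimethyl H3K9 product captured on neutravidin plate; 0% = median of DMSO wells and 100% = 0.3 times that DMSO median; strong numbers were not always called active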
# Target sequence (Q9H3R0 1-420 limits assumed): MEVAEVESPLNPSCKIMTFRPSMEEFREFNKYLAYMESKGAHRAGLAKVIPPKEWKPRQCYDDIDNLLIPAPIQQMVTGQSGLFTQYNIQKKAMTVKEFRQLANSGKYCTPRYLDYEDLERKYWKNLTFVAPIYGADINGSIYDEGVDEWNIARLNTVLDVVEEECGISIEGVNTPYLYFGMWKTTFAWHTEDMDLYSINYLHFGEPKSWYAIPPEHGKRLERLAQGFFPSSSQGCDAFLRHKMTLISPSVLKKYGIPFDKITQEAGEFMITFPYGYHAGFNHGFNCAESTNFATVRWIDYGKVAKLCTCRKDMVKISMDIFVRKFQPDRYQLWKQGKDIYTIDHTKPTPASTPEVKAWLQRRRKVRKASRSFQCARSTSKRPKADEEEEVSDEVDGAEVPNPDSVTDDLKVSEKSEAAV
# PP5 primary = inhibitors of human protein phosphatase 5 (PP5); P53041; purified PP5c, OMFP substrate fluorescence; inhibition, % at 6.7 µM; hit rate 0.18% among 320,000;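 active = inhibition above the campaign's mean inhibition across all tested compounds plus 3 SD, cut at about 9.5% in these data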;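 also: 0% = DMSO only and 100% = 100 µM cantharidin control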
# PP1 inh = counter-screen for PP5 inhibitors: inhibitors of human PP1-alpha; hit rate 0.9% among 320,000; inhibition, % at 6.7 µM; purified PP1alpha, OMFP fluorescence;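 active = inhibition above the mean inhibition of all tested compounds plus 3 SD, computed separately for each screening campaign, cut at about 15% in these data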
# procasp7 counter = counter-screen: procaspase-7 (human) activation | recombinant procaspase-7, Ac-DEVD-pNA absorbance 405 nm; D23A/D198A/D206A triple mutant, cannot self-cleave; scale: DMSO 0, 5 µM enzyme 100 | activation, % at 8.5 µM | hit rate 0.093% among 330,000;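 active = percent activation above the screen-wide mean plus 3 SD, cut at about 25% in these data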
# Target sequence (P55210 whole entry D23A/D198A/D206A): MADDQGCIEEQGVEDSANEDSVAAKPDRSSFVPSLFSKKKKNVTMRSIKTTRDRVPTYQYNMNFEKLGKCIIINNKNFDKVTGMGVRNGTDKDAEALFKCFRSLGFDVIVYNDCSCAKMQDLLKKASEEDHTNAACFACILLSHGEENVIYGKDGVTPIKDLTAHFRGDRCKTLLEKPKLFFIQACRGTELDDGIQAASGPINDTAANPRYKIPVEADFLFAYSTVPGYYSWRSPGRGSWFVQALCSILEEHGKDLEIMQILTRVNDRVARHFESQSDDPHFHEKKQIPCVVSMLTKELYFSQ
#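 System: Uncleavable procaspase-7 mutant enzyme; Amount: 2 µM procaspase-7 mutant as dispensed; Schedule: 1 h compound preincubation, 2 h substrate cleavage, 25 °C; Measured by: 405 nm absorbance of p-nitroaniline; Evaluation: percent activation from buffer-corrected 0–120 min absorbance change; Control set: low DMSO alone, high DMSO plus 5 µM PC-7.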
# Numbers without * were called inactive; . = no result given; & = joins results of further samples. Hits appear at their usual frequency, and some 2.9% of all compounds hit somewhere here.
[1] Cc1cc(NC(=O)c2c(-c3ccccc3Cl)noc2C)no1
[2] COc1ccc(Oc2ccc(S(=O)(=O)N3CCCCC3)cc2S(=O)(=O)N2CCCCC2)cc1
[3] O=C(CN(C(=O)c1csnn1)c1ccccc1F)NCc1ccccc1
[4] CCN=c1scc(-c2ccc3c(c2)NC(=O)CO3)n1N=C1CCCC1
[5] COc1ccc(CN(C)CC(=O)Nc2ccc(N3CCOCC3)cc2)cc1OC
[6] CC1=C(C(=O)OC(C)C)C(c2cccc(F)c2)N2C(=O)C(C)SC2=N1 (stereo unspecified)
[7] COC(=O)N/N=C/c1cc(C)n(-c2ccc(F)cc2)c1C
[8] O=C(CCS(=O)(=O)c1ccc(Br)cc1)NCCC1=CCCCC1

entry no.,1,2,3,4,5,6,7,8
Efflux pump mplx,0.1,-0.1,-0.1,0.0,-0.1,-0.1,0.0,0.1
procasp3 activ,12,-8,13,-11,-2,-12,-3,-9
HCV core dimer,0,12,-15,15,-8,4,-4,4
TPT1 inh,2,2,0,43*,-2,-2,-4,4
CTSL1 counter,0,-2,-1,6,-1,0,-2,6
GASC-1 inh,0,8,1,3,-13,5,0,-1
PP5 primary,3.9,-3.0,2.2,3.3,-0.8,1.6,2.5,-1.3
PP1 inh,1,-3,2,3,-2,0,0,2
procasp7 counter,2,10,2,-9,0,-2,3,3

[9] CCOc1ccc(NC(=O)c2cccc3c2C(=O)N(CC2CCCO2)C3)cc1 (stereo unspecified)
[10] CC12CCC(C(=O)N3CCOCC3)([C@H](Br)C1=O)C2(C)C (stereo partly specified)
[11] Cc1nc(N2CCN(c3ccccn3)CC2)c2c(C)c(C(=O)Nc3ccc(F)cc3F)sc2n1
[12] COc1ccccc1NS(=O)(=O)c1ccc(C(=O)Nc2ncccc2O)cc1
[13] CN(C)CCN(Cc1ccccc1)C(=O)C1CCN(c2ncnc3c2nc2n3CCCCC2)CC1
[14] CCCOc1ccc(N2CC(C(=O)Nc3ccc(N4CCOCC4)cc3)CC2=O)cc1 (stereo unspecified)
[15] O=C(COc1ccc2ccccc2c1)Nc1ccc(Cc2ccncc2)cc1
[16] O=C(NC(NC(=O)c1c(F)cccc1F)c1ccc([N+](=O)[O-])cc1)c1c(F)cccc1F

entry no.,9,10,11,12,13,14,15,16
Efflux pump mplx,0.1,-0.2,0.1,-0.1,-0.1,0.2,0.0,-0.2
procasp3 activ,-2,-1,-6,6,2,-1,-3,9
HCV core dimer,22,1,26,.,-17,-1,-4,10
TPT1 inh,-3,-2,4,.,-1,-1,2,2
CTSL1 counter,2,-1,3,.,3,6,0,0
GASC-1 inh,-3,-6,11,-3,8,2,-1,-17
PP5 primary,4.5,-0.5,3.5,-2.0,1.7,-4.5,0.4,-3.0
PP1 inh,-1,4,-3,-3,-4,2,13,6
procasp7 counter,4,10,2,7,3,5,9,3

[17] CCOc1ccc(N(CC)S(=O)(=O)c2ccc3c(c2)oc(=O)n3C)cc1
[18] O=C(O)c1cccc(N2C(=O)Nc3ccccc3N2O)c1
[19] Cc1ccc2c(c1)C(=O)C(=O)N2CC1COc2ccccc2O1 (stereo unspecified)
[20] O=C(CSc1nnnn1-c1ccccc1)NCCCN1CCCC1=O
[21] CN=C1SC(CC(=O)Nc2cc(Cl)ccc2Cl)C(=O)N1C (stereo unspecified)
[22] Clc1ncnc2scc(-c3ccccc3)c12
[23] O=C(COc1cccnc1[N+](=O)[O-])Nc1ccc(S(=O)(=O)N2CCOCC2)cc1
[24] C[C@H]1C=C(C(=O)NC2CC2)O[C@@H](OCc2ccc(CO)cc2)C1

entry no.,17,18,19,20,21,22,23,24
Efflux pump mplx,0.0,0.0,0.3,-0.1,-0.1,0.1,0.0,0.1
procasp3 activ,6,0,8,-8,-5,4,0,-5
HCV core dimer,2,-2,9,.,4,6,3,-5
TPT1 inh,0,2,-5,.,1,-2,1,-1
CTSL1 counter,4,-1,-2,.,-1,4,1,0
GASC-1 inh,-17,-3,4,2,4,2,-18,-5
PP5 primary,3.0,0.8,2.4,.,2.5,1.2,-0.1,-3.0
PP1 inh,2,-1,11,.,-3,-3,-12,-6
procasp7 counter,-3,4,14,-4,5,8,6,-4

[25] COc1ccc2c(c1)[C@@H]1[C@H](CO2)[C@H](c2ccccc2)[C@]2(C)C(=O)Nc3ccc(C)cc3C(=O)N12
[26] Cc1cccc(C(=O)Nc2c(C#N)c(C)c(C)n2Cc2ccccc2)c1
[27] C/C(=N\NC(N)=S)c1ccccc1
[28] CCCc1nc2c(sc3nc4c(cc32)COC(C)(C)C4)c(=O)n1Cc1ccco1
[29] CCCc1nnc(NC(=O)c2nc(S(=O)(=O)Cc3cccc(C)c3)ncc2Cl)s1
[30] CCOC(=O)C1CCN(C(=O)CCc2nnc3ccc(NCCCN4CCCC4=O)nn23)CC1
[31] CCS(=O)(=O)N1Cc2ccccc2CC1C(=O)Nc1cccc(C)c1 (stereo unspecified)
[32] Cc1ccccc1NC(=O)COC(=O)Cc1ccsc1

entry no.,25,26,27,28,29,30,31,32
Efflux pump mplx,0.1,-0.2,-0.2,0.1,0.0,-0.1,-0.5,-0.1
procasp3 activ,0,1,0,7,-5,2,6,12
HCV core dimer,24,19,0,5,12,-4,5,-12
TPT1 inh,-1,4,-1,3,-3,-3,-2,-1
CTSL1 counter,-2,4,7,2,-2,1,2,-5
GASC-1 inh,-4,-9,-6,-2,-37,-3,4,12
PP5 primary,1.8,1.8,-2.4,-1.3,0.6,0.8,-0.6,3.3
PP1 inh,3,-1,-7,6,0,0,0,-3
procasp7 counter,4,0,-1,-8,0,5,4,5

[33] O=C(OCc1ccc(Cl)cc1)c1ccccc1C(=O)c1ccccc1
[34] CCN(CC)S(=O)(=O)c1ccc2[nH]cc(C(=O)NCCC3=CCCCC3)c(=O)c2c1
[35] Cc1ccc(N2CC(C(=O)Nc3ccccc3C(=O)N3CCOCC3)CC2=O)cc1 (stereo unspecified)
[36] CCN(CC(=O)Nc1ccc([N+](=O)[O-])cc1OC)c1ccccc1
[37] CCN(CC)CCNC(=O)c1cc2c(=O)n(CC)c3ccccc3c2s1
[38] COc1ccc(OC)c(/C=C2\SC(=S)N(N3CCOCC3)C2=O)c1
[39] CCOc1ccc(N(CC(=O)NCCSCc2ccccc2)S(=O)(=O)c2ccccc2)cc1
[40] Cc1ccc(S(=O)(=O)N(C)C)cc1NC(=O)Nc1c(-c2ccccc2)noc1C
[41] COc1ccc(C2CC(c3ccc4ccccc4c3OC(C)=O)=NN2C(=O)/C=C/c2ccccc2)cc1 (stereo unspecified)

entry no.,33,34,35,36,37,38,39,40,41
Efflux pump mplx,-0.1,0.0,-0.1,-0.2,-0.1,-0.1,0.2,-0.1,0.6
procasp3 activ,9,4,6,-4,8,7,6,-1,-2
HCV core dimer,-4,-4,-1,2,1,3,-4,-5,13
TPT1 inh,-1,-1,-1,3,0,8,0,-2,-1
CTSL1 counter,2,2,-2,0,2,2,5,9,-1
GASC-1 inh,3,3&-2,2,-1,16,14,-2,5,7
PP5 primary,0.0,5.4,1.5,0.9,1.4,-2.1,3.6,-0.3,3.1
PP1 inh,2,6,-3,-1,-3,1,9,6,5
procasp7 counter,-6,-1,7,8,16,-2,12,0,12

# Reprinted, entries 22–23
[22] Clc1ncnc2scc(-c3ccccc3)c12
[23] O=C(COc1cccnc1[N+](=O)[O-])Nc1ccc(S(=O)(=O)N2CCOCC2)cc1

entry no.,22,23
Efflux pump mplx,0.1,0.0
procasp3 activ,4,0
HCV core dimer,6,3
TPT1 inh,-2,1
CTSL1 counter,4,1
GASC-1 inh,2,-18
PP5 primary,1.2,-0.1
PP1 inh,-3,-12
procasp7 counter,8,6

# Gathered by group, those above with a halogen
[1] Cc1cc(NC(=O)c2c(-c3ccccc3Cl)noc2C)no1
[3] O=C(CN(C(=O)c1csnn1)c1ccccc1F)NCc1ccccc1
[6] CC1=C(C(=O)OC(C)C)C(c2cccc(F)c2)N2C(=O)C(C)SC2=N1 (stereo unspecified)
[7] COC(=O)N/N=C/c1cc(C)n(-c2ccc(F)cc2)c1C
[8] O=C(CCS(=O)(=O)c1ccc(Br)cc1)NCCC1=CCCCC1
[10] CC12CCC(C(=O)N3CCOCC3)([C@H](Br)C1=O)C2(C)C (stereo partly specified)
[11] Cc1nc(N2CCN(c3ccccn3)CC2)c2c(C)c(C(=O)Nc3ccc(F)cc3F)sc2n1
[16] O=C(NC(NC(=O)c1c(F)cccc1F)c1ccc([N+](=O)[O-])cc1)c1c(F)cccc1F
[21] CN=C1SC(CC(=O)Nc2cc(Cl)ccc2Cl)C(=O)N1C (stereo unspecified)
[22] Clc1ncnc2scc(-c3ccccc3)c12

entry no.,1,3,6,7,8,10,11,16,21,22
Efflux pump mplx,0.1,-0.1,-0.1,0.0,0.1,-0.2,0.1,-0.2,-0.1,0.1
procasp3 activ,12,13,-12,-3,-9,-1,-6,9,-5,4
HCV core dimer,0,-15,4,-4,4,1,26,10,4,6
TPT1 inh,2,0,-2,-4,4,-2,4,2,1,-2
CTSL1 counter,0,-1,0,-2,6,-1,3,0,-1,4
GASC-1 inh,0,1,5,0,-1,-6,11,-17,4,2
PP5 primary,3.9,2.2,1.6,2.5,-1.3,-0.5,3.5,-3.0,2.5,1.2
PP1 inh,1,2,0,0,2,4,-3,6,-3,-3
procasp7 counter,2,2,-2,3,3,10,2,3,5,8

[29] CCCc1nnc(NC(=O)c2nc(S(=O)(=O)Cc3cccc(C)c3)ncc2Cl)s1
[33] O=C(OCc1ccc(Cl)cc1)c1ccccc1C(=O)c1ccccc1

entry no.,29,33
Efflux pump mplx,0.0,-0.1
procasp3 activ,-5,9
HCV core dimer,12,-4
TPT1 inh,-3,-1
CTSL1 counter,-2,2
GASC-1 inh,-37,3
PP5 primary,0.6,0.0
PP1 inh,0,2
procasp7 counter,0,-6
